# mcGAS RapidFire – blocks mouse cGAS cGAMP production. Q8C6L5. recombinant mouse cGAS, cGAMP by RapidFire MS. inhibition, % at 12.5 µM. actives 0.18% (n = 130,000);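 active = inhibition of cGAS enzyme activity at or above 60%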;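 also: enzyme stimulated by 45 bp dsDNA with ATP and GTP substrates; cGAMP share of summed cGAMP plus half ATP and half GTP signals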
# Target sequence (Q8C6L5 whole entry, looked up): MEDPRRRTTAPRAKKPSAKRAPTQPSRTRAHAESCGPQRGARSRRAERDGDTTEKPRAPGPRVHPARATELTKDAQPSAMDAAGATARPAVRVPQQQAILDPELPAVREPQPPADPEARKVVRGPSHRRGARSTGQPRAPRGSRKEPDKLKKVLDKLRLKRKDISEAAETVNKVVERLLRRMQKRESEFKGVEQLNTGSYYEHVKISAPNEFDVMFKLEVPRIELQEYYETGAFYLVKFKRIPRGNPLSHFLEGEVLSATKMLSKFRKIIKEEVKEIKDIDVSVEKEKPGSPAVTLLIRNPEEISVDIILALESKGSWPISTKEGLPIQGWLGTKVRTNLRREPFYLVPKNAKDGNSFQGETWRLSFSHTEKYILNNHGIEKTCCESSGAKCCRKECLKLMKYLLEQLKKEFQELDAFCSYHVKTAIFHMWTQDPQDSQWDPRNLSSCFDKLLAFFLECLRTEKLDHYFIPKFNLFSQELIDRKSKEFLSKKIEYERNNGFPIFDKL
# * marks the source's active call; other numbers are inactive results. The list is partial; count on the stated rates, not on these rows.
SMILES,mcGAS RapidFire
COCCOC1CCN(c2nc3nonc3nc2NC2CCCC2)CC1,-4.4
O=C(NCc1ccc2c(c1)OCCO2)N1CCc2ccccc21,-4.8
COc1ccccc1S(=O)(=O)N1CCC(C(=O)c2ccc(C)cc2)CC1,-11.8
COc1ccc(CNC(=O)c2sc(=O)n(Cc3ccccc3C)c2C)cc1OC,-3.5
Nc1nc(COC(=O)c2c(F)cccc2F)nc(Nc2ccccc2)n1,-7.4
Cc1cc(C)n(Cc2cc(C(=O)N3CCCC3CCc3ccccc3)n[nH]2)n1 (configuration not stated),1.4
Cc1cc(C)n(CCNC(=O)c2cccc3ccnn23)c(=O)n1,-14.8
O=C(Cc1ccc(S(=O)(=O)N2CCOCC2)s1)Nc1nc2c(s1)CCCC2,-4.6
CN1CCN2CCN(C(=O)c3cccc(N4CCNC4=O)c3)CC2C1=O (configuration not stated),-13.8
Cc1onc(-c2ccccc2)c1C(=O)N1CCOCC1,-3.3
CCOC(=O)N1CCN(Cn2nc(NC(C)(C)C)sc2=S)CC1,7.7
N#Cc1ccc(OCc2c(-c3ccccc3)nnn2CC(=O)O)cc1,9.9

# Arranged by count of non-hydrogen atoms (highest first): 5 of the compounds above
SMILES,mcGAS RapidFire
Cc1cc(C)n(Cc2cc(C(=O)N3CCCC3CCc3ccccc3)n[nH]2)n1 (configuration not stated),1.4
O=C(Cc1ccc(S(=O)(=O)N2CCOCC2)s1)Nc1nc2c(s1)CCCC2,-4.6
COc1ccccc1S(=O)(=O)N1CCC(C(=O)c2ccc(C)cc2)CC1,-11.8
N#Cc1ccc(OCc2c(-c3ccccc3)nnn2CC(=O)O)cc1,9.9
Cc1onc(-c2ccccc2)c1C(=O)N1CCOCC1,-3.3

# The list goes on.
SMILES,mcGAS RapidFire
NS(=O)(=O)c1ccc2c(c1)CCN2CC(=O)NC(=O)Nc1ccccc1,-13.8
Cn1ccnc1C(NC(=O)COc1ccc(F)cc1)c1ccccc1 (configuration not stated),-2.3
COc1cc(N)c(Cl)cc1C(=O)CCC1CCN(CCNS(C)(=O)=O)CC1,-4.4
COc1ccc(-c2cc(Nc3ccc(NC(=O)OC(C)(C)C)cc3)ncn2)cc1,0.6
CN(Cc1ccccc1)C(=O)NCCc1ccc2c(c1)CCO2,-8.5
O=C(Oc1ccc(F)cc1)c1nsc(Cl)c1Cl,-18.8
CCCCC1C=CCN1C(=O)C1CCN(Cc2ccco2)CC1 (configuration not stated),-6.4
COCCCn1c(=S)[nH]c2sc3c(c2c1=O)CCCS3,-1.8
CNC(=O)Cc1nc(-c2ccc(CCNS(C)(=O)=O)cc2)cs1,5.8
CCn1cncc1CNC(=O)c1coc(COc2cccc(F)c2F)n1,-26.9
CC(C1CCN(Cc2nc(Cc3ccccc3Cl)no2)CC1)N1CCCC1 (configuration not stated),3.1
CCn1c(SCC(=O)c2cc(C)n(CCC3=CCCCC3)c2C)nnc1C1CC1,-12.4
CC(C)C(NC(=O)CS(=O)(=O)c1nnc(C2CC2)n1C1CC1)c1ccccc1 (configuration not stated),-7.4
CCc1c(C(=O)Nc2ncn[nH]2)nnn1-c1cccc(Cl)c1,-7.1
O=C(NC(Cn1ccnc1)c1ccccc1)c1ccc2c(c1)OCO2 (configuration not stated),-27.5
Cc1nc(-c2ccccc2)sc1C(=O)NCCn1nc(-c2ccncc2)ccc1=O,-5.7
CCOC(=O)CNC(=O)N1C[C@H]2OC(=O)N(Cc3ccccc3OC)[C@H]2C1,-7.6
N=C1C(c2nc3ccccc3s2)CC(=O)N1c1ccccc1Br (configuration not stated),-4.8
Cc1ccccc1-c1cnnc(N2CCN(C3CCCC3)CC2)n1,-10.5
CN(C)c1ncc(CN2CCC(N3CCC(C(=O)NC4CC4)CC3)CC2)s1,6.2
CC(C)n1cc2cc(NS(=O)(=O)c3cnn(C)c3)ccc2n1,0.3
CC(=O)N1CCN(c2ncccc2CNc2ccc(-c3ccccc3)nn2)CC1,-9.2
Cc1ccc(C(=O)Cn2cnc3c(cnn3C3CCS(=O)(=O)C3)c2=O)c(C)c1 (configuration not stated),-9.0
O=c1cccnn1CCNS(=O)(=O)c1ccccc1C(F)(F)F,-5.4

# Given field by field: part of the list above.
Structure: O=c1cccnn1CCNS(=O)(=O)c1ccccc1C(F)(F)F
  mcGAS RapidFire: -5.4
Structure: N#Cc1ccc(OCc2c(-c3ccccc3)nnn2CC(=O)O)cc1
  mcGAS RapidFire: 9.9
Structure: NS(=O)(=O)c1ccc2c(c1)CCN2CC(=O)NC(=O)Nc1ccccc1
  mcGAS RapidFire: -13.8
Structure: Cc1cc(C)n(Cc2cc(C(=O)N3CCCC3CCc3ccccc3)n[nH]2)n1 (configuration not stated)
  mcGAS RapidFire: 1.4

# Next structures.
SMILES,mcGAS RapidFire
C=CCN(C(=O)CSc1nnnn1-c1ccccc1C)c1ccccc1,-2.3
CCC/C=C/c1ccc(NC(C)=O)nc1,-7.5
CCCCn1c(N)c2c(=O)n(CCCC)c3c(c2c(C#N)c1=O)CCC3,-5.8
Cc1ccc(O)c(CN2CCN(Cc3ccco3)C(CCO)C2)n1 (configuration not stated),-8.2
COc1ccc(C(CC(=O)c2ccc(F)cc2)Cc2onc(C)c2[N+](=O)[O-])cc1 (configuration not stated),-1.7
CCc1nc(-c2nccn2-c2ccc(OC)c(Cl)c2)c(C)[nH]1,3.6
COc1ccc(-n2nnc3c(=O)n(Cc4ccccc4)cnc32)cc1,5.7
CC(C)Oc1ccc(CNC(=O)c2cc(Cl)ccc2F)cn1,-5.0
COC(=O)c1cnc(NC(=O)C2(C)CCCN(C)C2)s1 (configuration not stated),-3.1
CCC1=C(C(=O)NC2CCC(O)CC2)Cc2ccccc2O1 (configuration not stated),-8.9
Cc1ccc(C(C)CCN2CCN(Cc3cccc(F)c3)C(=O)C2)o1 (configuration not stated),8.8
O=C(Nc1cccc2c1OCCO2)N1CCCCCC1c1ccncc1 (configuration not stated),-13.4
CCc1sc(C(=O)N2CCN(S(=O)(=O)c3cc(F)ccc3F)CC2)cc1C,-6.8
CC(CNc1ccccc1)NC(=O)CNC(=O)c1ccsc1 (configuration not stated),-9.2
Cc1ccc(-n2nnnc2NC(C)CCc2ccco2)cc1 (configuration not stated),-6.0
N#Cc1nc(NC(=O)C2CC2c2ccc(Br)cc2)[nH]c1C#N (configuration not stated),50.2
NC(=O)CCSCc1cc(Br)ccc1F,-32.1
CCc1ccc(C(O)c2ccccc2C(=O)O)s1 (configuration not stated),-0.7
O=C(Cc1ccccc1)NC(CCC(=O)OCc1ccccc1)C(=O)NCc1ccccc1 (configuration not stated),-2.7
O=C(NCC12CC3CC(CC(C3)C1)C2)C1CCCC1,-14.6
Nc1cc(NC(=O)c2cccc(Cl)c2)cc(Oc2cccnc2)c1,-2.1
COc1ccc2c(C)c(C(=O)O)oc2c1C,-1.8
Cc1n[nH]c(C)c1Sc1n[nH]c(=O)[nH]c1=O,-4.0
Cc1ccc(S(=O)(=O)NCc2ccc(C(=O)O)cc2)s1,0.0
CN(C(=O)CC(C)(C)C)c1nc(CNC(=O)CC(C)(C)C)cs1,9.3
CCn1c(C)cc(O)c(C(c2ccc(C)cc2)N2CCN(CCO)CC2)c1=O (configuration not stated),-10.9
Cc1cc(C)c(CN(Cc2cnn(C)c2)CC(C)C)c(C)c1CO,-6.5
CC(C)CCNC(=O)CN1C(=O)NC2(CCCCC2)C1=O,-3.7
CC(C)CN(CC(C)C)Cn1[nH]c(-c2cccs2)nc1=S,6.1
NC(=O)C1CCN(S(=O)(=O)c2ccc(N3C(=O)CCS3(=O)=O)cc2)CC1,-7.0
CC(C)CNC(=O)c1ccc2c(c1)S(=O)(=O)N=C1CCCCCN12,-14.8
CC(C)(C)c1ccc2c(c1)CC(CNC(=O)c1cccnc1Cl)O2 (configuration not stated),-0.5
CCC(c1cccnc1)N(C)C(=O)c1ccc2c(c1)N(C)C(=O)CO2 (configuration not stated),-3.2
Cc1cc(C)nc(SC(C)c2n[nH]c(Cc3ccccc3)n2)n1 (configuration not stated),-11.6
C=C(C)Cn1c(SCC(=O)N/N=C\c2ccccc2[N+](=O)[O-])nnc1-c1ccc(Br)cc1,-8.0
COc1nn(C)cc1C(=O)N1CCCCC1,-14.7
NC(=O)C1CCN(c2ccc3cc(Br)ccc3n2)C1 (configuration not stated),-18.5
CN(C)C(=O)c1cccc(NS(=O)(=O)c2ccc(Cl)s2)n1,-10.4
Cc1ccc(NC(=O)C(C)N2CCCC(C(F)(F)F)C2)cc1 (configuration not stated),-5.2
O=C(NCCOc1cc(N2CCCC2)ncn1)c1ccccc1C(F)(F)F,-0.1
CC(C)CN(C(=S)NCCc1ccccc1)C1CCS(=O)(=O)C1 (configuration not stated),-0.3
Cc1nc(C(F)(F)F)ccc1C(=O)N1CCC1(C)C(=O)NS(=O)(=O)c1cccc(Cl)c1 (configuration not stated),-20.0
Cc1ccc(CNC(=O)Cn2cnc3c(nnn3C)c2=O)cc1,-2.5
Cn1cc(CNC(c2ccccc2F)C2CCCC2)cn1 (configuration not stated),0.9
CC(=O)N1CCC(N(CC2CCN(C3CCCC3)CC2)CC2CCCO2)CC1 (configuration not stated),-11.8
CC(C)C(C(=O)O)N1C(=O)c2c(Cl)c(Cl)c(Cl)c(Cl)c2C1=O (configuration not stated),-5.8
COc1ccc(NC(=O)CCC2CCN(C(=O)C(OC)c3ccccc3)CC2)c(OC)c1 (configuration not stated),-11.0
CC(C)c1cc(=O)[nH]c(-n2nc(-c3cccs3)cc2NC(=O)c2ccc(F)cc2)n1,2.5
CN(Cc1nc(Cc2ccccc2Cl)no1)C1CCCCC1,-6.5
O=C(O)CCN(CCCN1CCOCC1)c1nc(-c2cccc(Br)c2)nc2ccccc12,-5.0
Cc1cc(NS(=O)(=O)c2ccc(Br)s2)no1,2.0
COc1cc(CC(=O)N2CCOC(COCc3c(Cl)cccc3Cl)C2)cc(OC)c1 (configuration not stated),-3.2
Cc1cnc(C)c(N2CCN(Cc3nc(-c4ccccc4)no3)CC2)n1,-4.6
Cc1ccnc(CC(C)N(C)C(=O)c2cnn3c2CCCC3)c1 (configuration not stated),6.6
CCOc1ccc(Br)cc1S(=O)(=O)N1CCN=C1C,3.0
O=C(CN1CCCCC1=O)Nc1ncc(Cl)s1,2.0
COc1ccccc1OCc1cc(C(=O)NCCF)n[nH]1,-20.5
Nc1nc2cc(C(F)(F)F)ccc2n1Cc1ccco1,-9.5
O=C(NCC(c1cccnc1)N1CCOCC1)c1n[nH]c2c1CCCC2 (configuration not stated),-31.1
CCCNC(=O)NCC1CCCN(Cc2ccco2)C1 (configuration not stated),-24.3
# New compounds follow:
SMILES,mcGAS RapidFire
CCn1c2ccccc2c2n[nH]c(=S)nc21,-4.1
Cc1ccc2c(c1)c1c3n2CCNC3CCC1 (configuration not stated),-4.2
COc1cc(OC)cc(C(=O)Nc2nnc(-c3ccc(Br)s3)o2)c1,-9.7
CC(NC(=O)c1ccc(N(C)C)nc1)c1ccc(F)cc1 (configuration not stated),11.8
Cc1ccn2cc(CNS(=O)(=O)/C=C/c3ccc(Cl)cc3)nc2c1,0.1
O=C(NCCC1CCCO1)Nc1cccc(COCC2CCCCO2)c1 (configuration not stated),9.0
O=C(Nc1ccccc1Cn1cncn1)C1CCN(C2CCCCC2)C1 (configuration not stated),-5.4
COC(=O)CC1CN(C(C)C(=O)NC(C)(C)C)CCO1 (configuration not stated),-3.3
CS(=O)(=O)Cc1ccc(C(=O)NCCCNc2ccccn2)cc1,1.8
COc1ccc(S(=O)(=O)NCCn2nc(-c3ccncc3)ccc2=O)cc1F,-10.4
CC(=O)Nc1ccc(SCC(=O)N2CCN(C(=O)c3cccs3)CC2)cc1,-1.1
Cc1ccc(C)n1-n1c(C)nc2sc3c(c2c1=O)CCC(C)C3 (configuration not stated),-9.5
CCSCCN(C(=O)CC1=CCNCC1)C1CCCCC1,2.7
CN1CCN(S(=O)(=O)c2ccc(NCc3cccc(C(F)(F)F)c3)c([N+](=O)[O-])c2)CC1,-1.0
COCCN(Cc1sccc1C)C(=O)c1cc(C)[nH]c(=O)c1,-1.7
CN(C)C12CC3CC(CC1(OC(=O)c1ccccc1)C3)C2,-6.8
N#Cc1ccc[nH]c1=S,7.3
Cc1ccc(C)c(NS(=O)(=O)c2c(C)noc2C)c1,-6.0
CC(=O)NCCC1CN(Cc2cc(Cl)cc(Cl)c2)CCO1 (configuration not stated),-17.2
COCC(=O)NCC1CN(c2ccccc2)C(=O)O1 (configuration not stated),-20.5
CC1(C)CC(=O)C=C(Nc2nn[nH]n2)C1,-14.2
COc1csc(C(=O)N2CCN(c3cccc(C)n3)CC2C)c1 (configuration not stated),-1.5
CCS(=O)CCC(=O)Nc1ccc(NC(=O)c2ccc(C)o2)cc1 (configuration not stated),-20.6
CC1C(=O)N(c2cccc(Br)c2)CCN1C(=O)CCc1ccccc1 (configuration not stated),-3.6
COCCNC(=O)Cn1nc(C(F)(F)F)c(Br)c1C,-5.1
Cc1ccc(-n2nnnc2SC(C)C(=O)NCc2cccs2)c(C)c1 (configuration not stated),-8.9
CCCOCC1CCN(c2nc(C)nc3sccc23)C1 (configuration not stated),-13.9
O=C(CSc1nc2c(cnn2CCO)c(=O)[nH]1)NCc1ccccc1Cl,-18.8
CN(C)C(=O)CN1CCN(Cc2cccc(C(=O)Nc3cnn(C)c3)c2)CC1,-33.7
[N-]=[N+]=NC1CC(CO)OC1n1ccc(=O)[nH]c1=O (configuration not stated),-3.8
CCOC(=O)CSc1nnc(CNc2ccc(F)cc2)n1CC1CCCO1 (configuration not stated),-3.6
CCCCn1nnnc1NCc1ccc(C)s1,-5.6
CCOC(=O)N1CCN(Cc2nc3c(c(=O)n(C)c(=O)n3C)n2CCc2ccccc2)CC1,-4.9
COc1ccc(OC)c2sc(N(CCN3CCOCC3)C(=O)c3ccc(C#N)cc3)nc12,-6.5
Cc1ccc2cc(CCNC(=O)c3cc4ccccc4o3)c(=O)[nH]c2c1C,-9.7
O=C1CC(NS(=O)(=O)c2ccccc2)CN1CCc1ccccc1 (configuration not stated),3.7
CNC(=S)N1CCn2cccc2C1c1cc(OC)ccc1OC (configuration not stated),-8.9
COCC1CCCN(C(=O)c2ccc(-c3cnn(C)c3)nc2)C1 (configuration not stated),-21.3
O=C1Nc2ccc(S(=O)(=O)Nc3ccc4oc(=O)sc4c3)c3cccc1c23,13.0
